Screening data deposited in PubChem BioAssay by National Center for Advancing Translational Sciences (NCATS).
Glioma ERSR ind – induces the endoplasmic reticulum stress response in human glioma cells; U87-MG GRP78 promoter luciferase reporter, 16 h; Potency, µM, for inactives: at the top dose activation, hits mostly activators; 0.02% of 420,000 active; AID 602332; also: potency is read from the fitted curve at half-maximal effect; series mostly up to about 76 µM; % of control where 0% means no effect; nearly all actives have a fitted effect of over 35% in size
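ERSR induction read as luciferase luminescence (Bright-Glo, 10 min at room temperature) in stably transfected human U87-MG glioma cells exposed to compounds for 16 h, using GRP78 as sensor.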
rTrxR1 inhibitor – rat TrxR1 inhibition; O89049; recombinant rTrxR1, NADPH fluorescence consumption, selenite substrate; Potency, µM (highest dose often 114 µM), for the others: top-dose activity change, negative = inhibition, most hits filed as inhibitors; 1% of 390,000 active; AID 588453; also: potency is read from the fitted curve at half-maximal effect; % is scaled to controls: 0 for no effect and ±100 for the full control effect; nearly all actives have a fitted effect of over 65% in size
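Rat TrxR1 (90 nM in the dispensed reagent) was pre-reduced with 400 uM NADPH for 5 min at room temperature, then incubated with compound for 15 min. After 400 uM selenite was added, NADPH fluorescence (Ex 340/Em 450 nm) was followed for 8 min.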
USP1 inh – USP1/UAF1 (human) deubiquitinase inhibition. O94782. recombinant USP1/UAF1, Ub-Rhodamine cleavage fluorescence. Potency, µM (doses to about 57.1 µM), inactives show top-dose activity change, negative = inhibition, actives largely listed as inhibitors. 0.23% of 390,000 active; also: potency is read from the fitted curve at half-maximal effect; % is scaled to controls: 0 for no effect and ±100 for the full control effect; nearly all actives have a fitted effect of over 60% in size; inactives centre near -12
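USP1/UAF1 complex at 1 nM was preincubated with compound for 15 min at room temperature, then Ub-Rho substrate (150nM final) was added. Fluorescence (480/540 nm) was read kinetically, 6 reads every 60 seconds.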
Vif-A3F inh – Vif-A3F binding inhibition; 0.2% of 390,000 active; Potency, µM (titrated, usually from 46.1 µM), inactives show at the highest dose activity, negative = active; HeLa A3F-eYFP + Vif (tagged APOBEC3F with the HIV-1 protein that degrades it), YFP fluorescence increase; AID 602313; also: potency is read from the fitted curve at half-maximal effect; % of control where 0% means no effect; nearly all actives have a fitted effect of over 65% in size
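Fluorescence increase (Ex 488/Em 500-530) after overnight compound treatment at 37 deg C flags inhibition of Vif-driven A3F-eYFP loss in stable HeLa A3F-eYFP/Vif cells seeded overnight beforehand.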
Vif-A3G inh – Vif-A3G binding inhibition. Q9HC16. HeLa A3G-eYFP + Vif (tagged APOBEC3G with the HIV-1 protein that degrades it), YFP fluorescence, overnight. Potency, µM (titrated, usually from 46.1 µM), inactives show top-dose activity, negative = active, most hits filed as inhibitors. 0.076% of 410,000 active;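 also: potency is read from the fitted curve at half-maximal effect; % is scaled to controls: 0 for no effect and ±100 for the full control effect; nearly all actives have a fitted effect of over 60% in size; hits raise eYFP signal because A3G escapes Vif-driven loss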
Target sequence (Q9HC16 whole entry, looked up): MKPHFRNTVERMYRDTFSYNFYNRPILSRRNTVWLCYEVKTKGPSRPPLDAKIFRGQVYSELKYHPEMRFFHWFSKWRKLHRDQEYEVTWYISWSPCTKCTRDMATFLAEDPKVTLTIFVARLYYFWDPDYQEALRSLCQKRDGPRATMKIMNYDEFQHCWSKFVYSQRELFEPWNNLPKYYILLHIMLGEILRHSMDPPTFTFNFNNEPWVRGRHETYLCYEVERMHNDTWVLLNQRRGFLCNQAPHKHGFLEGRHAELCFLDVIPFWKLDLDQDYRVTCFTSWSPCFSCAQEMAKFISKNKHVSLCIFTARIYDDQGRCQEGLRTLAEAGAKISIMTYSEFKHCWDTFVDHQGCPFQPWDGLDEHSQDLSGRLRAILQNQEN
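HeLa cells stably expressing Vif and C-terminally eYFP-tagged A3G, seeded overnight at 37 deg C, then exposed to compound by pintool overnight at 37 deg C. Rise in yellow fluorescence (Ex 488/Em 500-530, Acumen) marks blocked Vif-driven A3G degradation.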
IDH1 R132H inh – blocks human mutant IDH1 R132H enzyme. AID 602179. Potency, µM (top dose mostly 76.6 µM), inactives show at the highest dose activity change, negative = inhibition, hits mostly inhibitors. IDH1-R132H enzyme, NADPH consumption, diaphorase/resazurin fluorescence. 0.093% of 390,000 active; also: potency is read from the fitted curve at half-maximal effect; % is scaled to controls: 0 for no effect and ±100 for the full control effect; nearly all actives have a fitted effect of over 65% in size
Target sequence (O75874 whole entry R132H, stated change not applied): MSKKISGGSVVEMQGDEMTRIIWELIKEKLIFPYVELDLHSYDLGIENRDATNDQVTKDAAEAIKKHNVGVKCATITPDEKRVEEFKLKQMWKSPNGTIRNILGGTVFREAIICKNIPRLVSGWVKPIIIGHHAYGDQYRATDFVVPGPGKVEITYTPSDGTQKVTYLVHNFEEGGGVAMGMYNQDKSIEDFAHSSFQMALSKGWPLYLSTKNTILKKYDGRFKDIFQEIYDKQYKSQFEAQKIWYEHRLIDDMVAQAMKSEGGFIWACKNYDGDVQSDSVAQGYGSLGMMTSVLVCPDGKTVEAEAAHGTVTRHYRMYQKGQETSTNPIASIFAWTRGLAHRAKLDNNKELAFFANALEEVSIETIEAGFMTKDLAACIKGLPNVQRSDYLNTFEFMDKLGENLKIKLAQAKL
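IDH1-R132H (0.5 ug/mL) preincubated 30 min with compound, then NADPH (0.016 mM) and alpha-KG (2 mM) added; 80 min at RT, pH 7.5. Remaining NADPH coupled via diaphorase/resazurin to fluorescence (540/590 nm); concentration-response curves normalized to no-enzyme control.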
TrxR1 substrate – rat thioredoxin reductase 1 substrate activity. O89049. Potency, µM (top dose mostly 114 µM), for inactives: at the highest dose activity change, negative = substrate turnover. AID 588456. purified TrxR1 substrate turnover, NADPH consumption readout. 0.01% of 390,000 active; also: potency is read from the fitted curve at half-maximal effect; % is scaled to controls: 0 for no effect and ±100 for the full control effect; nearly all actives have a fitted effect of over 50% in size
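Rat TrxR1, dispensed at 90 nM, was prereduced with 400 uM NADPH (final) for 5 min at ~22 deg C, then incubated with compound 15 min before 400 uM selenite. A first-read NADPH fluorescence drop versus no-compound background flagged substrates.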
RGS4 inh – human RGS4 inhibition | Transcreener GDP fluorescence polarization, RGS4-accelerated GTP hydrolysis | P49798 | Potency, µM (series often up to 114 µM), for the others: at the top dose activity change, negative = inhibition, actives largely listed as inhibitors | 0.039% of 390,000 active; also: potency is read from the fitted curve at half-maximal effect; % is scaled to controls: 0 for no effect and ±100 for the full control effect; nearly all actives have a fitted effect of over 75% in size; some results filed as inactive show a strong effect at the top dose
Target sequence (P49798 whole entry, looked up): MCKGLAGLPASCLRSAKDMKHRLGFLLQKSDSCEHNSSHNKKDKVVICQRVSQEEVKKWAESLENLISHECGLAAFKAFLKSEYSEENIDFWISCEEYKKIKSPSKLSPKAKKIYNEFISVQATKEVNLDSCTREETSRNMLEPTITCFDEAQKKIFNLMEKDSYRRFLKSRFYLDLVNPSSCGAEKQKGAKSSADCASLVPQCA
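MLSMR compounds (23 nl, pin-transferred) preincubated 10 min at room temperature with a 500nM (2x) first reagent, then RGS4 at 900nM (2x) plus Transcreener GDP mix added; fluorescence polarization (620/688 nm) read before and after 90 min at 30 °C.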
LDHA inh – LDHA (human) enzyme inhibition; P00338; purified LDHA, NADH/diaphorase-resazurin fluorescence; active compounds read low; activity change, % (values are at about 110 or 230 µM); 0.15% of 480,000 active; in the data active = activity change below about -30%; inconclusive = mostly about -25% to -30%;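 also: plate controls were DMSO wells for no effect and wells without enzyme for full effect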
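Enzyme activity of human lactate dehydrogenase 5 (2 nM; 0.06 mM NADH, 0.2 mM pyruvate, 5 min, RT) is measured via a resazurin/diaphorase fluorescence readout of residual NADH.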
Active calls of the source: *; i = inactive; ? = inconclusive; · = no result given; & = joins results of further samples; [ ] = dose if it differs, or a comment. Unless noted, calls follow the shape of the dose curve; as a rule, active = well fitted curve in the direction sought with a large enough effect; inconclusive = small, poorly fitted or top-dose-only effect, or another doubt; inactive = no such curve, though single readings can be large; an effect the other way counts as inactive or inconclusive. Some of the compounds tested. The share of hits here may be higher or lower than overall.

1) O=C(Nc1ccccc1C(=O)OCc1cc(=O)n2c3c(sc2n1)CCCC3)c1ccc(F)cc1
2) Cc1noc(C)c1S(=O)(=O)N1CCCC(C(=O)NCCC2=CCCCC2)C1 (stereo not drawn)
3) CC(C)(C)OC(=O)N1C[C@H](O)C[C@H]1C(=O)OCC(=O)c1ccc([N+](=O)[O-])cc1
4) COc1ccc(C(=O)NCC(=O)Nc2cccc(S(=O)(=O)NCc3ccco3)c2)cc1OC
5) CCCCNS(=O)(=O)c1ccc2nc(SCC(=O)N3CC(C)OC(C)C3)[nH]c2c1 (stereo not drawn)
6) CCN(CC)c1ccc2cc(-c3nc(-c4cc5ccccc5oc4=O)cs3)c(=O)oc2c1
7) O=C(NC1CCCC1)c1cnn2c1NC(=C1CC1)C=C2C(F)F
8) O=c1ncn(-c2ccccc2C(F)(F)F)c2ncccc12

Assay by compound | 1 | 2 | 3 | 4 | 5 | 6 | 7 | 8
Glioma ERSR ind | 0% | -2% | -3% | -1% | -1% | -4% | -1% | 0%
rTrxR1 inhibitor | 8%[57.1 µM] | -3%[57.1 µM] | -6% | 7%[57.1 µM] | 11% | -3% | 9% | 7%
USP1 inh | -15% | 0% | -9% | -8% | 3% | 42%[activator] | · | -9%
Vif-A3F inh | 1% | 6% | -17% | 9% | -3% | i | · | 5%
Vif-A3G inh | -2% | 2% | 2% | -3% | 4% | 7.1µM* | -1% | 1%
IDH1 R132H inh | 7% | 3% | -10% | -3% | 2% | 7% | · | 0%
TrxR1 substrate | -2%[57.1 µM] | 1% | -8% | 7%[57.1 µM] | -2% | -2% | 4% | 3%
RGS4 inh | -18% | -8% | 13%[11.4 µM] | 1% | 12% | -37% | · | 5%
LDHA inh | 3 | -3 | 2 | -6 | -9 | 2 | 2 | 0

9) CCOC(=O)NC(=O)c1cn(Nc2ncc(C(F)(F)F)cc2Cl)c(=O)[nH]c1=O
10) NS(=O)(=O)c1cccc(NC(=O)CSc2nnc(NC3CC3)s2)c1
11) CCOc1ccccc1NC(=O)CN1C(=O)COc2ccccc21
12) O=C(Nc1ccccc1C(F)(F)F)c1cc2ccccc2o1
13) CCOc1cc(/C=C(\C#N)C(=O)Nc2cccc(C(=O)O)c2)ccc1OCc1ccccc1Cl
14) CCc1ccc([C@@H]2C[C@H]3[C@@H](CN2S(=O)(=O)c2ccc(C)cc2)C(=O)C[C@@H](c2ccccc2)N3S(=O)(=O)c2ccc(C)cc2)cc1
15) CC(C)CNC(=O)COC(=O)CCC(=O)c1ccc(F)cc1
16) COc1ccc(Cl)cc1NC(=O)c1c(NCc2cccnc2)sc2c1CCC(C)C2 (stereo not drawn)

Assay by compound | 9 | 10 | 11 | 12 | 13 | 14 | 15 | 16
Glioma ERSR ind | 2% | -7% | -2% | 5% | 2% | 0% | 0% | 10%
rTrxR1 inhibitor | -7% | · | 22% | 4% | 16% | · | 30% | ?
USP1 inh | -16% | -14% | -15% | -6% | ? | -27% | -15% | -5%
Vif-A3F inh | -1% | -1% | 7% | -8% | -3% | -1% | -9% | -3%
Vif-A3G inh | 3% | 3% | 3% | 0% | 2% | -6% | -3% | -6%
IDH1 R132H inh | 0% | 5% | -3% | 0% | 33µM* | 4% | 5% | -1%
TrxR1 substrate | -1% | · | -2% | 0% | 4% | · | 12% | -4%[57.1 µM]
RGS4 inh | -20% | · | -9% | 13% | ? | · | 12% | ?
LDHA inh | 4 | -3 | -5 | -3 | -1 | -5 | -6 | -2

As entered above:
`CCc1ccc([C@@H]2C[C@H]3[C@@H](CN2S(=O)(=O)c2ccc(C)cc2)C(=O)C[C@@H](c2ccccc2)N3S(=O)(=O)c2ccc(C)cc2)cc1` | IDH1 R132H inh: 4%
`NS(=O)(=O)c1cccc(NC(=O)CSc2nnc(NC3CC3)s2)c1` | Vif-A3G inh: 3%
`O=C(Nc1ccccc1C(F)(F)F)c1cc2ccccc2o1` | TrxR1 substrate: 0%

(more compounds)
17) COc1cccc(/C=C2\SC(=S)N(CC3CCCO3)C2=O)c1 (stereo not drawn)
18) Cc1ccc(C(=O)N/C(=C\c2cn(C)c3ccccc23)C(=O)N2CCN(C)CC2)cc1
19) CC(C)N(CCNC(=O)c1cn(C)c2ccc(S(=O)(=O)N(C)C)cc2c1=O)Cc1ccccc1
20) COc1cccc(C(c2nnnn2C(C)(C)C)N2CCN(C3CCCCC3)CC2)c1OC (stereo not drawn)
21) COCCCNC(=O)CN(Cc1ccc(Cl)cc1)S(C)(=O)=O
22) Cc1ccc(S(=O)(=O)NCCc2ccncc2)cc1[N+](=O)[O-]
23) COc1cc(S(=O)(=O)NC2CCCC2)ccc1Cl
24) CCCn1c(CCC(=O)Nc2cccc(CC)c2)nc2cccnc21

Assay by compound | 17 | 18 | 19 | 20 | 21 | 22 | 23 | 24
Glioma ERSR ind | 5% | -5% | -1% | -3% | -2% | -5% | -2% | -3%
rTrxR1 inhibitor | -1% | 4% | 11%[57.1 µM] | -2% | 20% | -13% | 15%[57.1 µM] | -7%
USP1 inh | -5% | -10% | -4% | 3% | -11% | -18% | -12% | -21%
Vif-A3F inh | 1% | -10% | -17% | 6% | -4% | -24% | 4% | 5%
Vif-A3G inh | -1% | 0% | 2% | 0% | 2% | -8% | -1% | -6%
IDH1 R132H inh | 4% | -7% | -8% | -2% | 0% | 2% | -4% | 1%
TrxR1 substrate | -16% | -7% | 9%[57.1 µM] | -2% | 10% | -6% | -11% | -11%
RGS4 inh | ? | 15%[11.4 µM] | -6% | 12% | 14% | -1% | -1%[11.4 µM] | 12%
LDHA inh | -4 | 0 | -1 | -7 | -3 | -8 | -3 | -2

Numbers 22 through 24, quoted:
22) Cc1ccc(S(=O)(=O)NCCc2ccncc2)cc1[N+](=O)[O-]
23) COc1cc(S(=O)(=O)NC2CCCC2)ccc1Cl
24) CCCn1c(CCC(=O)Nc2cccc(CC)c2)nc2cccnc21

Assay by compound | 22 | 23 | 24
Glioma ERSR ind | -5% | -2% | -3%
rTrxR1 inhibitor | -13% | 15%[57.1 µM] | -7%
USP1 inh | -18% | -12% | -21%
Vif-A3F inh | -24% | 4% | 5%
Vif-A3G inh | -8% | -1% | -6%
IDH1 R132H inh | 2% | -4% | 1%
TrxR1 substrate | -6% | -11% | -11%
RGS4 inh | -1% | -1%[11.4 µM] | 12%
LDHA inh | -8 | -3 | -2

The results go on:
25) Cc1ccc(N(CC(=O)Nc2cc(C)cc(C)c2)S(=O)(=O)c2cccc3nonc23)cc1
26) Cc1ccc(-n2cc(CN3CCNC(=O)CC3)c(-c3ccc(F)cc3)n2)cc1
27) Cc1cccc(CN2CCC(C(=O)Nc3cccc(-c4cscn4)c3)CC2)n1
28) CCOC(=O)c1sc(NC(=O)c2cc3c(s2)CCC(C)C3)nc1C (stereo not drawn)
29) CCN(CC)CCCNC(=O)c1cnc(SC)nc1-c1ccccc1
30) Cc1ccc(-n2nnc(-c3cccnc3)n2)cc1
31) Cc1ccc(NC(=O)c2ccc3c(c2)C(=O)N(c2ccccc2C)C3=O)nc1
32) COc1ccc(C(=O)NC(=S)N(C)C2CCCCC2)cc1Br

Assay by compound | 25 | 26 | 27 | 28 | 29 | 30 | 31 | 32
Glioma ERSR ind | 0%&-1% | 2% | -4% | -11% | 0% | 0% | 0% | 2%
rTrxR1 inhibitor | 7% | 4% | 14% | 1% | 11% | 15%[57.1 µM] | 3% | 21%
USP1 inh | -18%&-20% | -11% | -4% | -1% | -3% | -13% | 6% | -21%
Vif-A3F inh | 1%&3% | 3% | 1% | -7% | -7% | -1% | 2% | -24%
Vif-A3G inh | -3%&1% | -6% | 2% | 5% | 1% | 2% | 0% | 1%
IDH1 R132H inh | -21%&-2% | 3% | 6% | 9% | -18% | -4% | 5% | 0%
TrxR1 substrate | -9% | 2% | -5% | 0% | 0% | 8%[57.1 µM] | -5% | 7%
RGS4 inh | 14%&14% | -1% | 10% | -6% | -2% | 5% | -17% | ?
LDHA inh | -16&2 | -2 | -6 | -8 | -7 | -3 | -3 | 2

33) O=C(c1ccc2c(c1)OCCO2)C1CCN(C(=O)Nc2ccc(F)cc2)CC1
34) O=C(Nc1cc(C(F)(F)F)ccc1Cl)c1noc2c1CCCCC2
35) CC(OC(=O)CNC(=O)c1ccc2c(c1)OCO2)C(=O)NCCC1=CCCCC1 (stereo not drawn)
36) C[C@H]1CN(C2CCCCC2)C(=O)[C@@H]1CC(=O)Nc1ccccc1

Assay by compound | 33 | 34 | 35 | 36
Glioma ERSR ind | -4% | 0% | -1% | -1%
rTrxR1 inhibitor | 10%[57.1 µM] | 14% | 19%[57.1 µM] | ·
USP1 inh | -11% | -16% | -18% | -4%
Vif-A3F inh | -1% | 2% | -11% | 0%
Vif-A3G inh | 4% | -6% | -2% | 3%
IDH1 R132H inh | 5% | -15% | 0% | -1%
TrxR1 substrate | -14%[57.1 µM] | 2% | 14%[57.1 µM] | ·
RGS4 inh | -14% | 6% | -35% | ·
LDHA inh | 2 | 10&-3 | -5 | -8
